TDP1 inh – blocks human tyrosyl-DNA phosphodiesterase 1 | 350,000 compounds, 0.28% hits | recombinant TDP1, AlphaScreen DNA substrate cleavage | Potency, µM (series often up to 130 µM), inactives show at the highest dose activity change, negative = inhibition, actives largely listed as inhibitors | Q9NUW8; further: nearly all actives have a fitted effect of over 40% in size
Target sequence (Q9NUW8 whole entry, looked up): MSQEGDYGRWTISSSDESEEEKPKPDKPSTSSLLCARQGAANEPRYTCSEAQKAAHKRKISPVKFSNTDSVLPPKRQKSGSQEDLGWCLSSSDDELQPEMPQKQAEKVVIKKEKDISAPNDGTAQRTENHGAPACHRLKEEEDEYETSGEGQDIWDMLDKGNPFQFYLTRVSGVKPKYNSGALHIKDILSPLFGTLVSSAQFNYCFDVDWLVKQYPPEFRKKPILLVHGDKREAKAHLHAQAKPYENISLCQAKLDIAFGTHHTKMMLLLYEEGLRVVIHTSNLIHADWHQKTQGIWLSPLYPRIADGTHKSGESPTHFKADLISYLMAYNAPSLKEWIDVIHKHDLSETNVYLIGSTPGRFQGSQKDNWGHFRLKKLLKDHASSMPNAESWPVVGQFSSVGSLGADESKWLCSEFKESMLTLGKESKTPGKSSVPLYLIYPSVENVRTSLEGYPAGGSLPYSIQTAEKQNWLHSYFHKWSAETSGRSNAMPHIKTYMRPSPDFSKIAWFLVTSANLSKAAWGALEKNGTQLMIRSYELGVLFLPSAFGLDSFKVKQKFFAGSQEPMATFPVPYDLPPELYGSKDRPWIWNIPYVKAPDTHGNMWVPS
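AlphaScreen read-out: signal falls as enzyme removes the 3' tyrosine-FITC from a 5'-biotinylated DNA oligo (15 nM, 5 min, RT). Enzyme was E. coli-made recombinant Tdp1 at 1 nM, exposed to compound for 15 min beforehand; beads 10 ug/ml, 10 min.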
N370S GC mod – inhibitors or activators of N370S glucocerebrosidase for Gaucher disease; 330,000 compounds, 0.092% hits; Potency, µM (titrated, usually from 59.4 µM), inactives show at the highest dose activity change, negative = inhibition, usual class: inhibitors; P04062; N370S GC spleen homogenate, 4MU-glucoside fluorescence;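 further: 0% = full enzyme activity and -100% = no enzyme basal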
FEN1 inhibitor – inhibitors of human flap endonuclease 1 | AID 588795 | Potency, µM (highest dose often 114 µM), for inactives: at the top dose activity change, negative = inhibition, usual class: inhibitors | Recombinant FEN1 flap cleavage, fluorescence, 15 min | 390,000 compounds, 0.35% hits | P39748; further: nearly all actives have a fitted effect of over 65% in size
Target sequence (P39748 whole entry, looked up): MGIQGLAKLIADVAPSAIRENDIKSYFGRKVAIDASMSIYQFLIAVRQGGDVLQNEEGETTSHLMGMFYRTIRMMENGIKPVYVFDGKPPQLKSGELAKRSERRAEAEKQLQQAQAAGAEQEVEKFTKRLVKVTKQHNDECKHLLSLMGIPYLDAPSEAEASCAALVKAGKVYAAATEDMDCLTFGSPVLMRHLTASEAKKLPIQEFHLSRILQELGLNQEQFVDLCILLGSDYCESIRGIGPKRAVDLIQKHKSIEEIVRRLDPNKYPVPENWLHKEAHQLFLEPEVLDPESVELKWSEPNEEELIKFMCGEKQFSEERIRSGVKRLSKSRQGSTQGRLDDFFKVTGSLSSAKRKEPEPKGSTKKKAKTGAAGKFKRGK
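Quantitative HTS format: each compound was titrated, incubated with 10 nM nuclease for 15 min at room temperature, then challenged with flap substrate at 50 nM final. Signal change over 15 min gave concentration–effect curves.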
* marks the source's active call; other numbers are inactive results; ? = inconclusive; . = not tested or not shown; & = joins results of further samples; [ ] = remark or other dose. The call rests on the fitted dose curve; in most records, active means well fitted curve in the direction sought with a large enough effect; inconclusive means small, poorly fitted or top-dose-only effect, or another doubt; inactive means no such curve, though single readings can be large; an effect the other way counts as inactive or inconclusive. Unless noted, on the % scale 0 is the no-effect control and ±100 the full control effect; potency means the concentration at half of the fitted maximal effect.

Each structure is followed by: TDP1 inh	N370S GC mod	FEN1 inhibitor
- Cc1ccc(-n2nc3c(=O)n(CC(=O)NCCc4ccccc4C)nc(C)c3c2C)cc1
→ 0%	-29%	10%
- CCOc1cnc(C(=O)NNC(=O)c2ccccc2Br)o1
→ 3%	0%	5%
- O=C(NC1CCCC1)c1ccccc1-c1nc2ccccc2[nH]1
→ 3%	-6%	10%
- Nc1cc(=O)nc(SCC(=O)Nc2cccc3ccccc23)n1CCc1ccccc1
→ 0%	-4%	7%
- Cc1c(-c2ccccc2Cl)nc2ccccc2c1C(=O)O
→ 9%	1%	4%
- CSCC[C@H](NC(=O)c1ccc(NC[C@@H](N)CS)cc1-c1ccccc1)C(=O)O
→ 23%	-2%	.
- CN(CC(=O)Nc1cccc(F)c1)C(=O)C1CCN(S(=O)(=O)c2ccc3c(c2)OCCO3)CC1
→ 4%	-3%	-1%
- CC(=O)Nc1ccc(NC(=O)COC(=O)c2ccccc2C(=O)c2ccccc2)cc1
→ 4%	.	6%
- O=Cc1c2[nH]c3ccccc3c2cc2[nH]c3ccccc3c12
→ 6%&1%&2%&-2%	-4%&10%&7%&0%	.
- NC(=O)C1CCN(C(=O)/C=C/c2ccco2)CC1
→ 3%	-2%	3%
- COc1ccc(NS(=O)(=O)c2ccc(OCC(=O)N3CCCC3)cc2)cc1
→ 6%	3%	6%
- CN(C(=O)COC(=O)c1cc(-c2ccco2)nc2ccccc12)C1CCS(=O)(=O)C1 (stereo unspecified)
→ .	12%	50µM*
- N/C(=N\OC(=O)Cc1ccc(-c2ccccc2)cc1)c1cccc([N+](=O)[O-])c1
→ 7%	10%	-17%
- N#CCOC(=O)C1CCN(S(=O)(=O)c2ccc3c(c2)OCCO3)CC1
→ 0%	-23%	-6%
- CN(CC(=O)NCc1ccccc1Cl)S(=O)(=O)c1cccs1
→ 2%	-3%	-2%
- Cc1cc(C)cc(N2Cc3ccccc3C2)c1
→ 3%	7%	-4%
- C=C(C)C(=O)Nc1cccc(C2=NOC3(C2)C[C@H](C(N)=O)N(C(=O)c2ccccc2)C3)c1 (stereo partly specified)
→ ?	3%	-17%
- CCCCNC(=O)C(c1ccc(-c2ccccc2)cc1)N(CCN1CCOCC1)C(=O)CCCCCN1C(=O)NC(c2ccc([N+](=O)[O-])cc2)C(C(=O)OCc2ccccc2)=C1C (stereo unspecified)
→ 5%&12%	-17%&-17%	.
- Cc1ccc(Cl)cc1Nc1nn2c(=O)c3ccc(C(=O)N4CCCC(C)C4)cc3nc2s1 (stereo unspecified)
→ 1%	.	19%
- CCC1CCCCN1CCCNC(=O)c1cn(CC(C)C)c(=O)c2cc(OC)c(OC)cc12 (stereo unspecified)
→ 6%	-13%	1%
- CSc1ncc(C(=O)NCc2ccc(F)cc2)c(-c2ccccc2)n1
→ 2%	.	4%
- COc1ccc(NC(=S)NC2CCS(=O)(=O)C2)cc1 (stereo unspecified)
→ -2%	-3%	-1%
- COc1cc(-c2nc(CN3CCCN(C(=O)c4ccco4)CC3)c(C)o2)ccc1F
→ 3%	-18%	-4%
- COc1cc([N+](=O)[O-])ccc1NC(=O)NN1CCN(C)CC1
→ 2%	-17%	19%
- O=C(COC(=O)c1cccnc1Cl)c1ccccc1
→ -2%	3%	0%
- CN1CCN(c2ccc(-c3cccc(NC(=O)COc4ccc(Cl)cc4Cl)c3)nn2)CC1
→ .	-5%	1%
- COc1ccc(S(=O)(=O)n2nc(C)cc2C)c(C)c1C
→ 5%	5%	4%
- O=C(O)COc1cnc2ccccc2n1
→ 0%	7%	13%
- Cc1ccccc1C(=O)NCCCn1ccnc1
→ .	-5%	-4%
- CCCCS(=O)(=O)N1CCCC(C(=O)Nc2ccc(Cl)cn2)C1 (stereo unspecified)
→ .	-2%	20%

As entered above:
`COc1ccc(NC(=S)NC2CCS(=O)(=O)C2)cc1` (stereo unspecified) – TDP1 inh: -2%
`COc1ccc(S(=O)(=O)n2nc(C)cc2C)c(C)c1C` – N370S GC mod: 5%
`Cc1ccc(Cl)cc1Nc1nn2c(=O)c3ccc(C(=O)N4CCCC(C)C4)cc3nc2s1` (stereo unspecified) – FEN1 inhibitor: 19%
`Cc1ccccc1C(=O)NCCCn1ccnc1` – FEN1 inhibitor: -4%

(next part)
Each structure is followed by: TDP1 inh	N370S GC mod	FEN1 inhibitor
- COc1ccc(S(=O)(=O)N(CC(=O)NCC2CCCO2)c2ccccc2)cc1OC (stereo unspecified)
→ 1%	6%	1%
- Cn1c(NCCN(CCO)CCCc2ccc([N+](=O)[O-])cc2)cc(=O)n(C)c1=O
→ 0%	.	-5%
- Cc1nnc2c(NCCC(C)C)nc3ccccc3n12
→ .	-2%	6%
- CCOC(=S)SCC(=O)N1CCc2ccccc2C1C1C(=O)CCCC1=O (stereo unspecified)
→ -3%	12%	14%
- CCC(C)NC(=O)c1ccc([N+](=O)[O-])c(Cl)c1 (stereo unspecified)
→ 3%	4%	0%
- COCCn1c(SCC(=O)NC(C)c2ccc(F)cc2)nc2ccccc21 (stereo unspecified)
→ 11%	5%	13%
- O=C(NCc1cccs1)C(=O)NCC1OCCCN1S(=O)(=O)c1cc(F)ccc1F (stereo unspecified)
→ 0%	-2%	-5%
- CC1CC/C(=N/Nc2ccccc2)C(=O)N1 (stereo unspecified)
→ -3%	22%	0%
- NC(=O)[C@H]1CC2(CC(c3cccc(NC(=O)CC(c4ccccc4)c4ccccc4)c3)=NO2)CN1C(=O)C(c1ccccc1)c1ccccc1 (stereo partly specified)
→ 2%	4%	-5%
- COc1ccc(CN(C)C(=O)CNC(=O)c2ccc(C)cc2)cc1
→ .	2%	-1%
- COCCN(C(=O)CCC(=O)Nc1ccccn1)C(C(=O)NCCC(C)C)c1ccc(F)cc1 (stereo unspecified)
→ 4%[0.0935 µM]	-11%	-1%
- CC(OC(=O)CN1C(=O)NC2(CCCCC2C)C1=O)c1ccccc1 (stereo unspecified)
→ 1%	.	-11%
- Cc1ccc(/C=N/n2cnc3sc4c(c3c2=O)CCCC4)o1
→ 2%	5%	-7%
- CCOc1ccc(C(=O)NCC(=O)NCC(c2cccs2)N2CCOCC2)cc1 (stereo unspecified)
→ .	3%	11%
- O=C(NC(=S)NNS(=O)(=O)c1ccc(Cl)cc1)c1cccnc1
→ 3%	29%	-2%
- COc1ccc(NC(=O)c2cc(-c3cccs3)on2)cc1OC
→ 2%	6%	2%
- COc1cc(CC(NC(C)=O)C(=O)NC2CCN(C(=O)c3ccc(C)cc3)CC2)cc(OC)c1 (stereo unspecified)
→ .	-2%	-10%
- O=C(O)c1cc(C(=O)O)cc(-c2ccc(/C=c3/sc4nc5ccccc5n4c3=O)o2)c1
→ .	0%	35µM*
- O=S(=O)(c1ccccc1)n1nc(-c2ccco2)nc1NCc1ccccc1
→ -4%	.	-5%
- CC1(C)Cc2c(C#N)c(NCCO)nc(-c3ccco3)c2CO1
→ 5%	?	-1%
- CCn1c(O)c(N=Nc2ccc(Cl)c(C(=O)O)c2)c2ccccc21
→ 5%	-5%	6%
- Cc1nnc(N/N=C/c2cccs2)[nH]c1=O
→ 1%	-1%	-7%
- COc1cc(/C=N/NC(=O)c2cc(O)cc(O)c2)ccc1OC(=O)c1ccccc1
→ .	-16%	50µM*
- Cc1nnc(-c2ccccc2)c[n+]1[O-]
→ 4%	?	-7%
- COc1cccc(-c2cccc(NC(=O)C3CCN(Cc4ccc(C)o4)CC3)c2)c1
→ 6%	-5%	2%
- c1ccc2c(-c3nn4nnnc4c4ccccc34)cccc2c1
→ 4%	6%	3%
- CCNc1nc(NCC)n2c(SCC(=O)c3ccc(C(C)C)cc3)nnc2n1
→ -3%	9%	-1%
- CCOc1ccccc1NC(=O)c1c(NCc2sccc2C)sc2c1CCCCC2
→ 6%	.	4%
- Cc1cc(=O)n2c(C(=O)Nc3ccc(Br)cc3)c(C(=O)Nc3ccccc3)sc2n1
→ 4%	.	-1%
- O=C(NCc1ccccn1)c1nn(-c2ccccc2Cl)nc1CO
→ 7%	.	-5%
- Cc1nnsc1C(=O)NC1CCCc2c1cnn2-c1ccc(C(C)(C)C)cc1 (stereo unspecified)
→ 4%	12%	3%
- O=C(O)C1CCCN1C(=O)Nc1ccc(Cl)cc1 (stereo unspecified)
→ 8%	9%	6%
- Cc1cccc(-c2cc(=O)c3cc(C)ccc3o2)c1
→ 15%[56.1 µM]	5%	.
- CCOC(=O)c1cnc2ccc(OC)cc2c1NCc1ccccc1
→ .	1%	-8%
- COCCNC(=O)c1cc(-c2ccccc2)n(CC2CC(c3ccc(OC)cc3)=NO2)n1 (stereo unspecified)
→ 0%	-2%	4%
- CC(C)(C)OC(=O)N1Cc2ccccc2C[C@H]1C(=O)NCC(=O)NCC1CCCO1 (stereo partly specified)
→ 5%	-2%	34%[activator]
- Cc1ccc(N2CCN(C(=O)CCS(=O)(=O)c3cc4c(cc3Cl)NC(=O)CO4)CC2)c(C)c1
→ 5%	.	6%
- COc1cc(/C=C(/C#N)C(=O)Nc2ccccc2)c(Br)cc1OCc1ccc(C(=O)O)cc1
→ 4%	?	-19%
- Cc1ccc(OCC(=O)Nc2ccc(-c3nc4ccccc4o3)cc2)c(C)c1
→ 7%[12.3 µM]	.	-7%
- CCCn1c(C)nc2c(NCCO)nc(C)nc21
→ 10%	-8%	.
- O=C(O)c1cc(N/N=C/c2ccc(OCc3ccccc3)cc2)ccc1Cl
→ 0%	4%	8%
- CCC(=O)N1CCc2cc(Br)cc(S(=O)(=O)CCC(=O)NCCc3ccc(OC)c(OC)c3)c21
→ 0%	.	2%
- C=C(C)Cn1c(C(C)NC(=O)CCC)nc2ccccc21 (stereo unspecified)
→ 6%	1%	16%
- COc1ccc(C(N)CCc2ccco2)cc1 (stereo unspecified)
→ 8%	13%	8%
- CC(C)(C)C(=O)NCc1ccc(C(=O)CN2C(=O)NC3(CCCC3)C2=O)s1
→ -8%	2%	6%
- NC(=O)c1ccccc1OCC(=O)NS(=O)(=O)c1ccccc1
→ 0%	2%	-10%
- Cc1coc(C)c1C(=O)CC1(O)C(=O)N(C)c2ccc(Cl)cc21 (stereo unspecified)
→ 10%	-3%	-12%
- COc1ccc(-c2c/c(=N\c3nc(-c4ccccc4)c(C)s3)c3ccccc3o2)cc1O
→ 10%	9%	-3%
- CN(C)CCOC(=O)C12CC3CC(C1)CC(C(=O)OCCN(C)C)(C3)C2
→ 1%	4%	1%
- COc1ccc(N2C(=O)C3C(C2=O)C(C(=O)c2ccc(Cl)cc2)N2CCCC32)cc1 (stereo unspecified)
→ 11%	-11%	-5%
- COc1c(S(=O)(=O)N2CCN(C)CC2)ccc(Cl)c1Cl
→ .	-7%	4%
- Cn1c(=O)n(Cc2ccc(Cl)cc2)c(=O)c2c1nc1n2CCN1Cc1ccco1
→ 6%	3%	-1%
- COCc1c(Br)c(C)nc(OCC(=O)N/N=C/c2ccc(C)o2)c1C#N
→ -1%	-1%	16%
- Cc1cc(C)cc(-n2c(C)cc(/C=C3\C(=N)N4N=C(CC(C)C)SC4=NC3=O)c2C)c1
→ 8%	-6%	-2%
- CCNC(=S)NCc1ccc(F)cc1
→ -1%	1%	1%
- O=C(Nc1cc(Oc2ccc(Cl)cc2)cc([N+](=O)[O-])c1)c1ccco1
→ 5%	8%	-21%
- O=C(CN1CCOCC1)Nc1nc(-c2ccc(Cl)cc2)cs1
→ .	-7%	-15%
- Fc1ccc(-c2csc(=Nc3cccc(C(F)(F)F)c3)n2Cc2ccc3c(c2)OCO3)cc1
→ 3%	.	5%
- CCCCn1c(-c2csc3c2CCCC3)n[nH]c1=S
→ 0%	.	-15%
- Cc1ccc(C(=O)NC(=S)NNC(=O)CCN2CCOCC2)cc1
→ 4%	-3%	0%

Results in N370S GC mod and FEN1 inhibitor, for 2 of the compounds above:
Compound	N370S GC mod	FEN1 inhibitor
Cc1ccc(C(=O)NC(=S)NNC(=O)CCN2CCOCC2)cc1	-3%	0%
NC(=O)c1ccccc1OCC(=O)NS(=O)(=O)c1ccccc1	2%	-10%

(listing goes on)
Each structure is followed by: TDP1 inh	N370S GC mod	FEN1 inhibitor
- CC(Sc1nnc(-c2ccco2)n1C)C(=O)N1C(C)CCCC1C (stereo unspecified)
→ 4%	-2%	6%
- COc1ccc(-c2cnnc(N/N=C/c3ccc(O)c(O)c3)n2)cc1
→ 2%	-13%	?
- CC(=O)Nc1ccc(NC(=O)CCS(=O)(=O)c2ccc3c(c2)CC(=O)N3C)cc1
→ 3%	.	-8%
- CCOc1ccc(N(CC(=O)NCCc2ccccc2)C(=O)CCC(=O)Nc2nccs2)cc1
→ .	-19%	1%
- CCC(=O)Nc1cc(OC)cc(OC)c1
→ 0%	-8%	2%
- CCOC(=O)c1ccc(S(=O)(=O)N2CCN(CC(O)COc3cccc(C(C)=O)c3)CC2)cc1 (stereo unspecified)
→ .	7%	-6%
- Cc1cc([N+](=O)[O-])nn1CCC(=O)Nc1nccs1
→ 3%	-6%	0%
- Cc1cc(C)nc(SCC(=O)c2ccc(O)c(O)c2)n1
→ .	-7%	-4%
- O=C(O)CCCn1cc(NC(=O)COc2ccccc2[N+](=O)[O-])cn1
→ 5%	-4%	15%
- COC(=O)c1cn(-c2ccccc2)c(C)c1C(=O)OC
→ -3%[56.1 µM]	3%	-10%

Screens: PubChem BioAssay, National Center for Advancing Translational Sciences (NCATS)
